Compound activity: PubChem, National Center for Advancing Translational Sciences (NCATS)
FUS suppressor: qHTS for Suppressors of FUS Proteinopathy: Primary screen using FUS-linked yeast assay. S. cerevisiae FUS-expressing, growth rescue, OD600, 24 h. Potency, µM (doses to about 76.6 µM), for the others: at the highest dose growth rescue (activation), most hits filed as activators. actives 0.24% (n = 390,000);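 further: potency means the concentration at half of the fitted maximal effect; plate controls were DMSO vehicle for no effect and reference control for full effect; nearly all actives have a fitted effect of over 55% in size; some results filed as inactive show a strong effect at the top dose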
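FUS-expressing yeast, raffinose-pregrown, induced in 2% galactose minimal medium at OD 0.005; compounds in a dilution series, 24hr at 30C. Growth restoration read as absorbance at 600 nm. CP55940 positive control, DMSO negative.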
EPAC2 agonist: qHTS for Agonist of cAMP-regulated guanine nucleotide exchange factor 4 (EPAC2): primary screen. actives 0.079% (n = 360,000). Rap guanine nucleotide exchange factor 4 (Homo sapiens), Q8WZA2. EPAC2 activation, biochemical qHTS; response scale: 100% = 6.5 mM cAMP response. Potency, µM (series often up to 154 µM), without a hit: top-dose activation, usual class: activators. AID 720711, 2013; further: potency means the concentration at half of the fitted maximal effect; nearly all actives have a fitted effect of over 50% in size
Target sequence (Q8WZA2 whole entry, looked up): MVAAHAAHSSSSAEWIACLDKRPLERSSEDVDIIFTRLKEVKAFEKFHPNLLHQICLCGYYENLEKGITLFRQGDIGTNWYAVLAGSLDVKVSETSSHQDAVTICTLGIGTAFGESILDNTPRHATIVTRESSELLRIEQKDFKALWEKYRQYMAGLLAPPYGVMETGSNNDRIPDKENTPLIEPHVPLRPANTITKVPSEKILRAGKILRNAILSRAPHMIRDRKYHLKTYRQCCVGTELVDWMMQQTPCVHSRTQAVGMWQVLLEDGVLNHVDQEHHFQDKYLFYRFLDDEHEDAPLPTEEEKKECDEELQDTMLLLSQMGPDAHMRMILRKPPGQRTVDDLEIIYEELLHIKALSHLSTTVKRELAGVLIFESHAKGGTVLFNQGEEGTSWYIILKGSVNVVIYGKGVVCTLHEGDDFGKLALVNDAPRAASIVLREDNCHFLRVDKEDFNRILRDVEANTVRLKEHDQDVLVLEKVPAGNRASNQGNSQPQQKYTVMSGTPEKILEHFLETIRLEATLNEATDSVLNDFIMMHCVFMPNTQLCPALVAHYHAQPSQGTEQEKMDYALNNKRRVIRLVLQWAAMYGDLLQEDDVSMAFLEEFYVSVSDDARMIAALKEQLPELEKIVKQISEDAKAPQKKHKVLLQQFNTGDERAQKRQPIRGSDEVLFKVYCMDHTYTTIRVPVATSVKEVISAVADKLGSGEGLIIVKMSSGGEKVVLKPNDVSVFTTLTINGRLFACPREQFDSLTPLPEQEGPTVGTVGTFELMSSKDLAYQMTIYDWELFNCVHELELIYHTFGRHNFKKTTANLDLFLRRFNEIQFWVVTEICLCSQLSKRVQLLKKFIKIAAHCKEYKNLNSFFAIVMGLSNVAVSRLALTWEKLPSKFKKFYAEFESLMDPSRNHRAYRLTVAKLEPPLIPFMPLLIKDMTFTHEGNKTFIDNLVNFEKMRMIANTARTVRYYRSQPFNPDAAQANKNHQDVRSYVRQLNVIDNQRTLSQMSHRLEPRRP
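Readout is BODIPY fluorescence (480 nm excitation, 540 nm emission), which falls as labeled GDP is exchanged off Rap1B. EPAC2 at 100 nM acted on 250 nM RAP1B-BODIPY-GDP with 50 uM GDP present.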
D3 antag: qHTS of D3 Dopamine Receptor Antagonist: qHTS | max response, negative = inhibition, % | actives 2.5% (n = 360,000) | D3R cells, DiscoveRx beta-arrestin luminescence, antagonist mode; hits give low values | D(3) dopamine receptor (Homo sapiens), P35462; in the data active means max response below about -50%; inconclusive means no clear call, values can overlap the other calls; further: on the % scale 0 is the no-effect control and ±100 the full control effect; mostly tested at two doses, the higher about 12 µM
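Cells plated overnight at 1500 cells/well, then exposed to library compounds with dopamine controls for 90 minutes at 37 degrees C. DiscoveRx reagent added for 30–60 minutes at room temperature; luminescence read, quantitative HTS format.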
aSyn yeast inh: qHTS of alpha-syn Inhibitors; Potency, µM (titrated, usually from 46.1 µM), for inactives: at the top dose growth rescue (activation), actives largely listed as activators; Yeast expressing alpha-synuclein, growth rescue, BacTiter-Glo, 24 h; AID 652106, 2013; actives 0.14% (n = 370,000); further: potency means the concentration at half of the fitted maximal effect; % of control where 0% means no effect; nearly all actives have a fitted effect of over 65% in size
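Galactose-induced alpha-syn yeast (OD600=0.02, raffinose-pregrown) + pinned cpd, 24 hr, 30 deg C; growth by BacTiter-Glo luminescence. Growth restoration scores as activation.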
Abeta rescue: qHTS for compounds that reverse cellular toxicity of Amyloid beta (A-beta) peptide in yeast: Primary Screen; actives 0.063% (n = 410,000); yeast expressing A-beta42, growth rescue, OD600, 48 h; response scale: 0% DMSO, 100% iron-clioquinol control; Potency, µM (titrated, usually from 46.1 µM), for the others: at the top dose growth rescue, most hits filed as activators; further: potency means the concentration at half of the fitted maximal effect; nearly all actives have a fitted effect of over 55% in size
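Growth rescue measured by 600 nm absorbance after 48 h yeast culture at 30 C with compound. Values normalized between DMSO and an equimolar ferric chloride plus clioquinol control.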
TDP-43 yeast inh: qHTS of TDP-43 Inhibitors | TDP-43 expressing yeast growth rescue, BacTiter-Glo, 24 h | Potency, µM (highest dose often 46.1 µM), inactives show at the top dose growth rescue (activation), actives largely listed as activators | actives 1.8% (n = 410,000); further: potency means the concentration at half of the fitted maximal effect; % of control where 0% means no effect; nearly all actives have a fitted effect of over 50% in size
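In this qHTS, compounds that restore growth of yeast expressing TDP-43 appear as activators. Cells (OD600=0.02, galactose medium, raffinose-pregrown) are incubated with compound 24 hr at 30 deg C and growth is quantified by BacTiter-Glo.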
EPAC2 antagonist: qHTS for Antagonist of cAMP-regulated guanine nucleotide exchange factor 2 (EPAC2): primary screen | Rap guanine nucleotide exchange factor 4 (Homo sapiens), Q8WZA2 | EPAC2 GEF exchange of Rap1B-BODIPY-GDP, fluorescence | Potency, µM (top dose mostly 114 µM), for inactives: at the highest dose activity, negative = inhibition, hits mostly inhibitors | actives 0.18% (n = 360,000); further: potency means the concentration at half of the fitted maximal effect; on the % scale 0 is the no-effect control and ±100 the full control effect; nearly all actives have a fitted effect of over 45% in size; many of its hits are not listed in these tables
DRD3 agonist: qHTS of D3 Dopamine Receptor Agonist: qHTS; D3R DiscoveRx beta-arrestin cells, luminescence, 90 min; actives 0.58% (n = 410,000); AID 652048, 2013; D(3) dopamine receptor (Homo sapiens), P35462; max activation, %; in the data active means max activation above about 30%; further: 0% is about no effect; mostly tested at two doses, the higher about 12 µM
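Agonist-mode cell screen: cells plated at 1500/well and incubated overnight at 37 °C, then exposed to library compounds for 90 min at 37 °C. Detection reagent was added for 30–60 min at room temperature, and luminescence was read.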
An asterisk follows results filed as active; [ ] = another dose, or the depositor's remark. Unless noted, the call rests on the fitted dose curve; in most records, active means well fitted curve in the direction sought with a large enough effect; inconclusive means small, poorly fitted or top-dose-only effect, or another doubt; inactive means no such curve, though single readings can be large; an effect the other way counts as inactive or inconclusive. This is a subset; the hit share may differ from the screen's.

For COC(=O)c1ccc2c(c1)N(CC(=O)Nc1ccc(C)c(C)c1)C(=O)c1ccccc1S2 the results were FUS suppressor -12.9%, aSyn yeast inh 2.0%, Abeta rescue -2.0%, TDP-43 yeast inh 21.2% and DRD3 agonist -0.7.
Screening Cn1nc(CC(=O)NCCN2C(=O)CSC2=O)c2ccccc2c1=O returned EPAC2 agonist -2.9%, D3 antag 8.4, aSyn yeast inh -1.8%, Abeta rescue 0.0%, TDP-43 yeast inh 20.8%, EPAC2 antagonist 9.4% and DRD3 agonist -4.3.
Screening CCN(CC)C(=O)COc1ccc(/C(C)=N/NC(=O)c2ccccc2-n2cccc2)cc1 returned EPAC2 agonist -8.8%, D3 antag 13.9, aSyn yeast inh 2.9%, Abeta rescue 3.5%, TDP-43 yeast inh 0.0%, EPAC2 antagonist -1.2% and DRD3 agonist 5.3.
CCOC(=O)C1(CCOc2ccccc2)CCN(Cc2cccs2)CC1 was read as FUS suppressor 3.4%, EPAC2 agonist 3.4%, D3 antag -18.0, aSyn yeast inh 4.4%, Abeta rescue 11.6%, TDP-43 yeast inh 6.6%, EPAC2 antagonist -6.6% and DRD3 agonist -13.3.
For COCCn1c(=NC(=O)c2ccc3c(c2)OCCO3)sc2cc(S(N)(=O)=O)ccc21 the results were FUS suppressor -0.9%, EPAC2 agonist 15.2%, D3 antag 30.4, aSyn yeast inh -7.7%, Abeta rescue 5.0%, TDP-43 yeast inh 0.6%, EPAC2 antagonist -2.2% and DRD3 agonist 5.7.
`COCc1cn(CC(=O)c2sc(NC(=O)C(C)(C)C)nc2C)nn1` gave FUS suppressor -5.0%, EPAC2 agonist 7.0%, D3 antag 33.0, aSyn yeast inh 1.9%, Abeta rescue 5.7%, TDP-43 yeast inh 0.0%, EPAC2 antagonist 0.9% and DRD3 agonist 0.8.
`COC(=O)C1=C(C(=O)OC)[C@@H]2N(C)c3ccccc3[C@@]23C[C@@H](C(=O)OC)N=C3N1` gave FUS suppressor -10.4%, EPAC2 agonist 0.8%, D3 antag 27.0, aSyn yeast inh 1.6%, Abeta rescue 0.5%, TDP-43 yeast inh 4.2%, EPAC2 antagonist -0.7% and DRD3 agonist 2.3.
For Cc1cc(C)c(NC(=O)c2ccccc2N(C)S(C)(=O)=O)c(C)c1 the results were FUS suppressor 13.5%, EPAC2 agonist 4.9%, D3 antag -8.9, aSyn yeast inh -8.3%, Abeta rescue 6.1%, TDP-43 yeast inh -17.0%, EPAC2 antagonist 13.4% and DRD3 agonist 3.7.
`O=C(CSc1nc2ccccc2c(=O)[nH]1)N1CCN(S(=O)(=O)c2ccccc2)CC1` gave FUS suppressor 20.5%, EPAC2 agonist -4.4%, D3 antag 15.2, aSyn yeast inh -0.3%, Abeta rescue 2.3%, TDP-43 yeast inh -17.2%, EPAC2 antagonist -1.4% and DRD3 agonist -1.3.
`CCOC(=O)C1(CCOc2ccccc2)CCN(Cc2nccn2CC)CC1` gave FUS suppressor -1.0%, EPAC2 agonist 1.4%, D3 antag 6.9, aSyn yeast inh -0.3%, Abeta rescue -11.0%, TDP-43 yeast inh -17.1%[9.22 µM], EPAC2 antagonist -5.3% and DRD3 agonist -13.6.

2 records picked at random from the list so far:
`O=C(CSc1nc2ccccc2c(=O)[nH]1)N1CCN(S(=O)(=O)c2ccccc2)CC1` gave FUS suppressor 20.5%, EPAC2 agonist -4.4%, D3 antag 15.2, aSyn yeast inh -0.3%, Abeta rescue 2.3%, TDP-43 yeast inh -17.2%, EPAC2 antagonist -1.4% and DRD3 agonist -1.3.
For COC(=O)c1ccc2c(c1)N(CC(=O)Nc1ccc(C)c(C)c1)C(=O)c1ccccc1S2 the results were FUS suppressor -12.9%, aSyn yeast inh 2.0%, Abeta rescue -2.0%, TDP-43 yeast inh 21.2% and DRD3 agonist -0.7.

(listing goes on)
For CC(C)(C)c1ccc(C2C3=C(CCCC3=O)NC3=C2C(=O)c2ccccc23)cc1 (stereo unspecified) the results were FUS suppressor 32.9%, EPAC2 agonist 4.4%, D3 antag 4.7, aSyn yeast inh 1.1%, Abeta rescue 2.8%, TDP-43 yeast inh 21.3%, EPAC2 antagonist -15.6% and DRD3 agonist -4.6.
Screening CCOC(=O)COc1c(OC)cc(Cl)cc1C1Nc2ccccc2C(=O)N1c1ccc(F)cc1 (stereo unspecified) returned FUS suppressor 17.9%, EPAC2 agonist 6.6%, D3 antag -6.0, aSyn yeast inh -4.2%, Abeta rescue -7.6%, TDP-43 yeast inh -14.7%, EPAC2 antagonist -1.6% and DRD3 agonist 3.2.
`COc1ccc(OC)c(NC(=O)c2cnc(N3CCCC3)nc2C)c1` gave FUS suppressor -4.3%, Abeta rescue -3.2%, TDP-43 yeast inh 19.3% and DRD3 agonist 2.7.
`CCOc1ccc(CN(C)C(=O)c2cccc(S(=O)(=O)Nc3ccccc3OC)c2)cc1OC` gave FUS suppressor 19.4%, EPAC2 agonist 2.2%, D3 antag 0.9, aSyn yeast inh 0.7%, Abeta rescue 15.1%, TDP-43 yeast inh 5.2%, EPAC2 antagonist -28.3% and DRD3 agonist 4.7.
O=C(Nc1cccnc1Cl)c1noc2c1CCc1ccccc1-2 was read as FUS suppressor 11.4%, EPAC2 agonist 5.4%, D3 antag 25.5, aSyn yeast inh 0.4%, Abeta rescue 10.9%, TDP-43 yeast inh 14.1%, EPAC2 antagonist -6.4% and DRD3 agonist 22.6.
CCOC(=O)C1CCCN(c2c(NCCCN(CC)c3cccc(C)c3)c(=O)c2=O)C1 (stereo unspecified) was read as FUS suppressor 2.8%, EPAC2 agonist 4.2%, D3 antag -11.0, aSyn yeast inh 0.3%, Abeta rescue -10.7%, TDP-43 yeast inh -4.2%, EPAC2 antagonist 2.3% and DRD3 agonist -5.3.
Screening CC1SC(c2ccc(Cl)cc2Cl)NC1=O (stereo unspecified) returned FUS suppressor 19.8%, EPAC2 agonist -6.9%, D3 antag -11.5, aSyn yeast inh 8.4%, Abeta rescue inconclusive, TDP-43 yeast inh inconclusive, EPAC2 antagonist -8.4% and DRD3 agonist 2.2.
C[C@@H]1CCCCO[C@@H](CN(C)S(=O)(=O)c2cn(C)cn2)[C@@H](C)CN([C@H](C)CO)C(=O)c2cc(NC(=O)Nc3ccc(C(F)(F)F)cc3)ccc2O1 was read as FUS suppressor inconclusive, EPAC2 agonist -17.5%, D3 antag -3.6, aSyn yeast inh -1.4%, Abeta rescue -0.3%, TDP-43 yeast inh 10.3%, EPAC2 antagonist -3.6% and DRD3 agonist -7.8.
For CC[C@]12c3[nH]c4ccccc4c3CCN1C(=O)C(CC(=O)NCc1ccc(OC)c(OC)c1)C[C@@H]2C(=O)N1CCN(C(=O)C2CC2)CC1 (stereo partly specified) the results were FUS suppressor 8.3%, EPAC2 agonist 4.5%, D3 antag -5.5, aSyn yeast inh -6.8%, Abeta rescue 0.0%, TDP-43 yeast inh 5.4%, EPAC2 antagonist 16.1% and DRD3 agonist -1.6.
CCc1nc2ccccc2c(C(=O)OCC(=O)N(CC(C)C)c2c(N)n(Cc3ccccc3)c(=O)[nH]c2=O)c1C was read as FUS suppressor 32.2%, EPAC2 agonist 6.0%, D3 antag -7.4, aSyn yeast inh -2.8%, Abeta rescue -5.3%, TDP-43 yeast inh 0.0%, EPAC2 antagonist -5.8% and DRD3 agonist -19.5.
CCOC(=O)c1cc(C)nc(Sc2ccc(C)cc2)c1C#N was read as FUS suppressor 25.5%, EPAC2 agonist 21.9%, D3 antag -3.8, aSyn yeast inh -7.6%, Abeta rescue -23.1%, TDP-43 yeast inh -1.7%, EPAC2 antagonist -13.7% and DRD3 agonist -0.8.
NS(=O)(=O)c1ccc(CCNC(=O)C(=O)NCC2OCCN2S(=O)(=O)c2ccc(F)cc2)cc1 (stereo unspecified) was read as FUS suppressor 14.8%, EPAC2 agonist 12.3%, D3 antag 11.1, aSyn yeast inh 0.5%, Abeta rescue -7.6%, TDP-43 yeast inh 7.7%, EPAC2 antagonist -3.5% and DRD3 agonist 7.1.
For C/C(=N/Nc1ccc(C(=O)O)cc1)c1ccc2c(c1)Nc1ccccc1S2 the results were FUS suppressor 21.0%, EPAC2 agonist -2.3%, D3 antag 2.9, aSyn yeast inh -3.4%, Abeta rescue 21.7%, TDP-43 yeast inh 23.1%, EPAC2 antagonist -11.8% and DRD3 agonist 10.1.
`COc1ccc(NC(=O)c2cc(CC(C)C)on2)cc1OC` gave FUS suppressor 17.7%, EPAC2 agonist -0.1%, D3 antag 15.6, aSyn yeast inh 0.6%, Abeta rescue -5.1%, TDP-43 yeast inh inconclusive, EPAC2 antagonist -5.4% and DRD3 agonist -1.5.
Screening CCOC(=O)C1(CC2CC2)CCN(S(=O)(=O)/C=C/c2ccccc2)CC1 returned FUS suppressor 8.9%, EPAC2 agonist 0.7%, D3 antag 13.4, aSyn yeast inh 0.4%, Abeta rescue -0.2%, TDP-43 yeast inh inconclusive, EPAC2 antagonist -7.3% and DRD3 agonist 1.4.
Screening CCn1nc(C)c(/C=N/NC(=O)c2ccoc2C)c1C returned FUS suppressor -4.6%, EPAC2 agonist 13.6%, D3 antag 1.0, aSyn yeast inh -1.4%, Abeta rescue 0.9%, TDP-43 yeast inh 1.4%, EPAC2 antagonist 4.6% and DRD3 agonist -1.9.
COCCNC(=S)N(CCc1c(C)[nH]c2ccc(OC)cc12)Cc1cccnc1 was read as FUS suppressor -6.5%, EPAC2 agonist 9.2%, D3 antag 1.1, aSyn yeast inh -5.3%, Abeta rescue 3.0%, TDP-43 yeast inh 9.2%, EPAC2 antagonist 4.3% and DRD3 agonist 3.7.
